Screening data as filed in PubChem.
4MU fluor: compounds fluorescent in 4-MU spectral region; compound autofluorescence, 340/450 nm, 4-MU equivalents; stronger effect = higher value; max dye-equivalent concentration, M; hit rate 11% among 59,000; AID 589; in the data active = max dye-equivalent concentration above about 10 nM; inconclusive = mostly about 1.1 nM to 9.6 nM
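Compounds in 100 mM Tris, pH 8.0, incubated 15 min at room temperature, then fluorescence read at 340 nm excitation/450 nm emission. Signal converted to 4-MU dye-equivalent concentration using an on-plate six-point 4-MU standard curve.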
FLuc inh: inhibitors of firefly luciferase; P08659; purified firefly luciferase, luminescence, 8 min; Potency, µM (doses to about 57.1 µM), for inactives: top-dose activity change, negative = inhibition, hits mostly inhibitors; hit rate 2.2% among 72,000; AID 411; also: potency is read from the fitted curve at half-maximal effect; % is scaled to controls: 0 for no effect and ±100 for the full control effect; nearly all actives have a fitted effect of over 40% in size
Target sequence (P08659 whole entry, looked up): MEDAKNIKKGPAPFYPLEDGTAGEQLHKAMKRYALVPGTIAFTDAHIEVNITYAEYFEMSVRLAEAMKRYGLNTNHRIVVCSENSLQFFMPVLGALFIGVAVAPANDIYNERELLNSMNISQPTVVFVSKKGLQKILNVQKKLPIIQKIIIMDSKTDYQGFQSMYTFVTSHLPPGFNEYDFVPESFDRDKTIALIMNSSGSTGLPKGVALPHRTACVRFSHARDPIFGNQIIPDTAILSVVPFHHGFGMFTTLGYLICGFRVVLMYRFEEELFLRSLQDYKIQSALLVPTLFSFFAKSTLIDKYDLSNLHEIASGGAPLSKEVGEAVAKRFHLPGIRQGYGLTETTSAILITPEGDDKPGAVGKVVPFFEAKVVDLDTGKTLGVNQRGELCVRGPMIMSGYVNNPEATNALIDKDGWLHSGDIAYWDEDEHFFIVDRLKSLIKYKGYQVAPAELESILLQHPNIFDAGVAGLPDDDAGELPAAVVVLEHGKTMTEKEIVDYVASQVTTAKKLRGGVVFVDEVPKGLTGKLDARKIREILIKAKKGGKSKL
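Inhibition of light generation by firefly luciferase from ATP and luciferin was profiled with concentration-response curves per sample, ATP held at 10 uM within the enzyme's linear range. Plates were read by luminescence after an 8-minute ambient incubation.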
HEK293 cAMP ctrl: counter-screen for TSHR agonists: cAMP increase in parental HEK293. parental HEK293 CNG cAMP sensor, membrane potential fluorescence. Potency, µM (top dose mostly 57.1 µM), for the others: at the highest dose activation, usual class: activators. hit rate 2.5% among 73,000. AID 938; also: potency is read from the fitted curve at half-maximal effect; % of control where 0% means no effect; nearly all actives have a fitted effect of over 55% in size
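Parental HEK 293 cells stably expressing a cAMP-gated CNG channel were loaded with membrane potential dye containing 100 uM RO 20-1724 for 60 min. Compound added for 30 min; depolarization read as fluorescence intensity at 590 nm.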
Tau filament bind: tau filament binding; hit rate 2% among 71,000; recombinant tau filaments, thioflavin S fluorescence, 15 h; filaments grown with octadecylsulfate alongside compound; Potency, µM (highest dose often 57.1 µM), for the others: at the highest dose activity change, negative = inhibition;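 also: potency is read from the fitted curve at half-maximal effect; % is scaled to controls: 0 for no effect and ±100 for the full control effect; actives lower thioflavin S fluorescence by blocking filaments or displacing dye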
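Tau 2 uM in ThS buffer dispensed; compound added; 60 uM ODS added (finals 1 uM tau, 30 uM ODS); 15 h 37 C; fluor ex450/em510.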
Rhodamine fluor: compound autofluorescence in rhodamine spectral region. Rhodamine-region fluorescence, 547/598 nm, Tris buffer; stronger effect = higher value. max dye-equivalent concentration, M. hit rate 0.05% among 59,000. AID 594; in the data active = max dye-equivalent concentration above about 11 nM; inconclusive = between about 1.1 nM and that limit
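Read-out is relative fluorescence at 547 nm excitation and 598 nm emission, expressed as dye-equivalent concentration using rhodamine standards on every plate. Each compound was profiled across a concentration series after 15 min in 100 mM Tris, pH 8.0.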
A350 autofl: compounds fluorescent in Alexa 350 spectral region | Compound autofluorescence, 340/450 nm, Alexa 350 dye-equivalents; stronger effect = higher value | max dye-equivalent concentration, M | AID 590 | hit rate 11% among 59,000; in the data active = max dye-equivalent concentration above about 10 nM; inconclusive = mostly about 1.1 nM to 9.6 nM
Fluorescein fluor: fluorescein region autofluorescence; hit rate 0.91% among 59,000; max fluorescein-equivalent concentration, M; Compound autofluorescence, 480/540 nm, fluorescein-equivalent; stronger effect = higher value; in the data active = max fluorescein-equivalent concentration above about 10 nM; inconclusive = between about 1.1 nM and that limit
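Compounds (23 nL) in 100 mM Tris pH 8.0, 15 min at room temperature, then fluorescence read at 480 nm excitation/540 nm emission. Signal converted to fluorescein-equivalent concentration from an on-plate fluorescein standard curve.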
Caspase-7 inhib: allosteric or competitive inhibitors of human caspase-7 | P55210 | recombinant caspase-7, Ac-DEVD-AFC fluorescence rate | Potency, µM (series often up to 57.5 µM), for the others: at the top dose activity change, negative = inhibition, hits mostly inhibitors | hit rate 0.02% among 75,000 | AID 889; active = well fitted inhibition curve with a large enough effect in the main read-out, with a control signal flat, not every such curve was filed as active; inconclusive = small, poorly fitted or top-dose-only effect, or a change in a side signal; also: potency is read from the fitted curve at half-maximal effect; % of control where 0% means no effect
TexasRed autofl: Texas Red region autofluorescence; Compound fluorescence, Texas Red channel, 547/618 nm; stronger effect = higher value; max dye-equivalent concentration, M; hit rate 0.06% among 59,000; in the data active = max dye-equivalent concentration above about 10 nM; inconclusive = between about 1.1 nM and that limit
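Texas Red-region profiling: compounds in 100 mM Tris pH 8.0 were read at 547/618 nm after 15 min at room temperature. Intensities were normalized against a six-point Texas Red standard series to give dye-equivalent concentration.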
Casp1 inh: allosteric or competitive inhibitors of human caspase-1; P29466; Caspase-1 enzyme, Ac-WEHD-AFC fluorogenic rate; Potency, µM (top dose mostly 57.5 µM), without a hit: at the highest dose activity change, negative = inhibition, actives largely listed as inhibitors; hit rate 0.03% among 75,000; AID 900;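 also: potency is read from the fitted curve at half-maximal effect; plate controls were vehicle for no effect and no substrate for full effect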
Target sequence (P29466 120-297 limits assumed): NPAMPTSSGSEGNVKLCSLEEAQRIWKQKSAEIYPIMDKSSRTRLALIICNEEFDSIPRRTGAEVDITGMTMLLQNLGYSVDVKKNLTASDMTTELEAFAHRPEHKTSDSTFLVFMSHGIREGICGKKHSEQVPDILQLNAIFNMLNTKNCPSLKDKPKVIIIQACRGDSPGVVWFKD
Target sequence (P29466 317-404 limits assumed): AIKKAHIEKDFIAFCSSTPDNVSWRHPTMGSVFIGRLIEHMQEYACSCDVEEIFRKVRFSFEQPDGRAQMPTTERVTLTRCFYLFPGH
ERK AVP block: blocks ERK signaling stimulated by vasopressin; HEK293-V1b, vasopressin-stimulated pERK AlphaScreen; hit rate 0.99% among 72,000; Potency, µM (titrated, usually from 57.5 µM), for the others: at the top dose activity, negative = inhibition, hits mostly inhibitors; also: potency is read from the fitted curve at half-maximal effect; % is scaled to controls: 0 for no effect and ±100 for the full control effect; nearly all actives have a fitted effect of over 55% in size
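Phosphorylated ERK1/2 detected via AlphaScreen bead proximity in lysates of V1b-expressing HEK293 cells given 25 nM vasopressin for 5 min after 30 min compound exposure (37 °C). AC50 from Hill equation; basal DMSO 0%, vasopressin 100%.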
Active calls of the source: *; i = inactive; ? = inconclusive; nt = not tested or not shown; [ ] = dose if it differs, or a comment. Unless noted, calls follow the shape of the dose curve; as a rule, active = well fitted curve in the direction sought with a large enough effect; inconclusive = small, poorly fitted or top-dose-only effect, or another doubt; inactive = no such curve, though single readings can be large; an effect the other way counts as inactive or inconclusive.

The line under a structure holds: Casp1 inh | Tau filament bind | Fluorescein fluor | Rhodamine fluor | TexasRed autofl | ERK AVP block | HEK293 cAMP ctrl | A350 autofl | FLuc inh | 4MU fluor | Caspase-7 inhib
CCOC(=O)c1c(C)[nH]c(C(=O)OCC(=O)Nc2cc(C)ccc2OC)c1C
→ -0.8% | 14.6% | i | i | i | -28.3% | 3.3% | i | 1.1% | i | -0.8%
Cc1nc(NCc2ccco2)[nH]c(=O)c1CCC(C)C
→ 0.8% | -5.0% | i | i | i | -3.2% | 0.6% | i | 0.9% | i | -3.7%
CCOc1ccccc1NS(=O)(=O)c1ccc(Br)s1
→ -2.2% | 7.5% | i | i | i | -13.3% | 11.1% | i | 0.3% | i | 0.0%
O=C(CN1CCOCC1)Nc1scc(-c2ccccc2)c1C(=O)N1CCOCC1
→ -1.1% | 3.4% | i | i | i | -3.3% | -5.7% | i | 1.8% | i | -0.2%
CC1(C)OC(=O)C(=CNc2ccccc2F)C(=O)O1
→ 2.9% | -6.7% | ? | i | ? | -5.3% | -1.7% | i | -22.9% | i | -0.2%
C/C(C[n+]1ccccc1)=N\N=C(N)N
→ 1.2%[11.5 µM] | 3.7%[11.4 µM] | i | i | i | 3.9%[11.5 µM] | 7.3%[11.4 µM] | i | 0.7%[11.4 µM] | i | 0.1%[11.5 µM]
Cc1c(C(=O)OC2CCC(C)CC2)[nH]c2c1C(=O)CCC2 (stereo not given)
→ -5.5% | 43.0% | nt | nt | nt | -18.5% | 10.7% | nt | 15.8µM* | nt | -2.9%
CC(=O)Nc1c(C(=O)NCc2ccccc2)nnn1Cc1ccccc1
→ 1.7% | -9.2% | i | i | i | -8.7% | 8.8% | i | 1.5% | i | -0.7%
CC1(C)C(c2ccccc2)=[N+]([O-])CN1O
→ -3.2% | 8.2%[11.4 µM] | nt | nt | nt | 1.9% | -6.0%[11.4 µM] | nt | 1.3% | nt | 1.7%
O=C1CNC(=O)/C1=C\N1CCN(C(c2ccccc2)c2ccccc2)CC1
→ -3.0% | ? | nt | nt | nt | -13.9% | 20.6% | nt | 0.4% | nt | -0.3%
C#CCNc1cc(C)nc2ncnn12
→ 1.2% | -5.1% | i | i | i | 5.5% | 5.3% | i | 3.0% | i | -0.5%
O=C(Cn1cc2c(n1)CCCC2)NCCCN1CCN(Cc2ccccc2)CC1
→ -1.0% | 5.1% | nt | nt | nt | -11.5% | 0.5% | nt | 2.6% | nt | -1.7%
COc1ccc2[nH]cc(CCNc3cc(-c4ccccc4OC)ncn3)c2c1
→ -1.1% | -15.2% | i | i | i | -16.7% | 7.1% | i | -3.4%[2.29 µM] | i | -3.1%
CCOC(=O)CCc1n[nH]c(=O)[nH]c1=O
→ -1.8% | 5.6% | nt | nt | nt | -15.6% | 3.5% | nt | -1.7% | nt | 1.5%
CCCN(C/C=C\I)[C@@H]1CCc2cccc(O)c2C1
→ -0.4% | ? | nt | nt | nt | -3.2% | ? | nt | -5.1% | nt | -1.9%
O=C1C2C(C(=O)N1Cc1cccnc1)C1C=CC2C12CC2 (stereo not given)
→ -0.5% | 8.9% | i | i | i | 10.5% | 12.4% | i | 1.1% | i | -1.1%
CCOC(=O)/C=C1\SCC(=O)N1CC(O)CN1C(=O)CS/C1=C\C(=O)OCC
→ 0.7% | 1.9% | i | i | i | 33.9%[activator] | 10.4% | i | -0.4% | i | -2.3%
O=C(Nc1c(-c2ccccc2)nc2c(Br)cc(Br)cn12)c1ccco1
→ -3.2% | i | ? | i | i | -19.1% | 20µM* | i | -0.1% | i | -3.5%
COC(=O)COc1ccc(Oc2cc(C)nc(SC)n2)nn1
→ 1.1% | 1.8% | ? | i | i | -21.5% | 1.1% | i | 3.6% | i | 0.1%
CCN(CC)CC(=O)Nc1c(Br)ccc2c1OCO2
→ -1.6% | -14.9% | i | i | i | -14.2% | 8.1% | i | 0.3% | i | 0.7%
CC(C=O)Cc1ccc(C(C)(C)C)cc1 (stereo not given)
→ -3.4% | -5.9% | nt | nt | nt | -7.7% | ? | nt | nt | nt | -2.1%
CCCCC(CC)CNCC(CC)CCCC (stereo not given)
→ 1.3% | 1.7% | nt | nt | nt | 20.4% | 5.3% | nt | nt | nt | 0.9%
O=C(NC1CCN(C(=O)Nc2ccccc2)CC1)C1CCCCC1
→ -1.4% | -2.2% | i | i | i | -1.9% | -2.1% | i | 1.8% | i | 0.9%
Cc1c(NC(=O)CSc2nnnn2Cc2ccccc2)c(=O)n(-c2ccccc2)n1C
→ 0.3% | 5.4% | i | i | i | -11.9% | -1.0% | i | 5.7% | i | -0.4%
Cc1ccn2c(CCc3nnc4cc(C)ccn34)nnc2c1
→ 1.8%[11.5 µM] | 3.2%[11.4 µM] | i | i | ? | -2.4%[11.5 µM] | 9.0%[11.4 µM] | i | 3.0%[11.4 µM] | i | 0.4%[11.5 µM]
Cc1cccc(C)c1OCC(O)CN (stereo not given)
→ -0.5% | -1.3% | ? | i | ? | -6.3% | 10.8% | ? | -31.7% | ? | 7.1%
COc1ccc(CNc2ncncc2-c2ccccc2C)c(OC)c1
→ 0.3% | 1.2% | ? | i | i | -14.5% | ? | i | -1.4%[2.29 µM] | i | -4.3%
O=C(CN1CCN(c2ccccn2)CC1)Nc1cccc(C(F)(F)F)c1
→ -3.2% | 2.6% | ? | i | i | -2.8% | 24.0% | i | 1.3% | i | -2.2%
CC(C)OC(=O)CSc1nnc(-c2ccccn2)n1-c1ccccc1
→ 0.1% | 16.3% | ? | i | ? | -6.4% | 4.4% | i | -0.2% | i | 0.7%
CCOC(=O)C1CCCN(C(=O)c2ccc(CS(=O)(=O)c3ccc(C)cc3)o2)C1 (stereo not given)
→ -2.4% | -19.7% | nt | nt | nt | 2.7% | 13.1% | nt | -0.3% | nt | -8.7%
Cc1cccc(NC(=O)Cn2cnc3sc(C)c(S(=O)(=O)N4CCC(C)CC4)c3c2=O)n1
→ 1.9% | 21.6% | i | i | ? | 2.2% | 18.5% | i | 2.3% | i | 0.9%
O=C(COc1ccc(F)cc1)N(CC1=CCS(=O)(=O)C1)c1ccccc1
→ 0.6% | 6.7% | i | i | i | -1.5% | 3.5% | i | 0.7% | i | 0.7%
CC(SC1CCCC1)C(=O)NC(C)(C#N)C(C)C (stereo not given)
→ 0.2% | -2.6% | ? | i | i | -4.0% | 26.5% | i | 1.6% | i | -0.3%
O=C(CCNS(=O)(=O)c1cccc2nsnc12)NCCc1ccccc1
→ -2.5% | -3.2% | i | i | i | -12.5% | ? | i | 1.0% | i | 1.0%
c1ccc(Nc2c3c(nc4ncnn24)CCC3)cc1
→ -1.7% | 0.8% | i | i | i | -14.8% | -1.4% | i | 1.2% | i | 0.1%
O=C(O)Cn1nnnc1SCC(=O)Nc1ccc(OC(F)(F)F)cc1
→ 1.7% | 6.1% | i | i | i | 48.6%[activator] | -1.1% | i | 0.5% | i | -1.0%
c1nc(N2CCNCC2)c2sc3nc(N4CCOCC4)c4c(c3c2n1)CCC4
→ -3.7% | 257.9% | i | i | i | -15.4% | ? | ? | 0.2% | ? | -2.5%
Cc1[nH]c(N)nc(=S)c1CCCNc1ccccc1
→ 3.6%[11.5 µM] | 7.2%[11.4 µM] | i | i | i | 6.3%[11.5 µM] | -7.8%[11.4 µM] | i | 2.5%[11.4 µM] | i | 1.1%[11.5 µM]
C=CCc1cccc(CNc2nc3ccccc3n2C(C)C)c1O
→ nt | nt | i | i | i | nt | nt | i | 1.3%[25.5 µM] | i | nt
CCCC(=O)Nc1c2c(nn1-c1ccc(OC)cc1)CS(=O)(=O)C2
→ -0.8% | -7.1% | i | i | i | -7.6% | 24.6% | ? | 0.8% | ? | -2.2%
CC(=O)N1CCc2cc(Br)cc(S(=O)(=O)NCCCN3CCC(C)CC3)c21
→ -0.2% | 1.0% | i | i | i | 15.7% | 6.2% | i | -0.7% | i | 2.2%
CCOC(=O)c1cc2sc(C)cc2n1CC(=O)NCc1ccc(F)cc1
→ -2.9% | 61.7% | i | i | ? | 0.6% | ? | i | 6.9% | i | -3.1%
O=S1(=O)Nc2c(ccc3cccnc23)-c2ccccc21
→ -11.6% | -10.6% | i | i | i | 20.9% | ? | ? | -0.9% | ? | -11.0%
CN(Cc1ccccc1)c1nc2c(c(=O)[nH]c(=O)n2C)n1CCSc1nc2ccccc2[nH]1
→ 2.3% | 8.1% | i | i | ? | -19.1% | ? | i | 2.1% | i | -2.0%
Cc1ccc(CNC(=O)[C@H]2C[C@@H]2[C@H](NP(=O)(c2ccccc2)c2ccccc2)c2ccccc2)c(F)c1F
→ -2.6% | 61.5% | nt | nt | nt | 0.5% | 18.4% | nt | nt | nt | -4.4%
CCOC(=O)C1C2C=CC3(CN(c4ccccc4CC)C(=O)C13)O2 (stereo not given)
→ -1.8% | -4.0% | i | i | i | -3.1% | ? | i | 3.6% | i | -0.2%
CCOC(=O)CSC1=Nc2ccccc2C2=NC(CC(=O)NCc3ccc4c(c3)OCO4)C(=O)N12 (stereo not given)
→ 0.4% | -54.1% | i | i | i | 7.4% | -0.4% | 1.06e-08M* | 0.4% | 1.07e-08M* | -0.1%
Cc1cccc(S(=O)(=O)c2c(N)n(/N=C/c3ccco3)c3nc4ccccc4nc23)c1
→ -10.2% | -27.7% | i | i | i | -11.9% | -0.8% | 1.04e-07M* | -0.1% | 8.59e-08M* | -12.1%

The list is partial; rates above refer to the full screens.
